Bioassay records deposited in PubChem by Sanford-Burnham Center for Chemical Genomics.
CHOP UPR activ – activators of apoptotic arm of unfolded protein response (CHOP). hit rate 0.34% among 330,000. activation, % at 10 µM. AID 449763. CHO-CHOP luciferase reporter, UPR activation, luminescence; percent of tunicamycin response over DMSO baseline;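 active means at 10 µM dose, activation of 40% or more, normalized to positive control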;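 further: 100% = tunicamycin at 10 µg/mL and 0% = DMSO alone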
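System: CHO-CHOP luciferase reporter cell line | Buffer or medium: F12 medium containing 10% fetal bovine serum | Doses: One dose, 10 µM in 0.5% DMSO | Times: 6 h compound exposure at 37 °C after overnight seeding | Signal: Luciferase luminescence | Read-out: % activation vs tunicamycin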
CXCR6 block – CXCR6 (human) receptor inhibition; hit rate 0.36% among 360,000; O00574; inhibition, % at 20 µM; CHO-K1 PathHunter CXCR6 beta-arrestin, luminescence; in the data active means inhibition above about 34%, passing the limit was not always enough;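 further: antagonist mode with CXCL16 agonist at 10 nM final; 0% = 10 nM CXCL16 with DMSO and 100% = unstimulated wells without agonist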
Target sequence (O00574 whole entry, looked up): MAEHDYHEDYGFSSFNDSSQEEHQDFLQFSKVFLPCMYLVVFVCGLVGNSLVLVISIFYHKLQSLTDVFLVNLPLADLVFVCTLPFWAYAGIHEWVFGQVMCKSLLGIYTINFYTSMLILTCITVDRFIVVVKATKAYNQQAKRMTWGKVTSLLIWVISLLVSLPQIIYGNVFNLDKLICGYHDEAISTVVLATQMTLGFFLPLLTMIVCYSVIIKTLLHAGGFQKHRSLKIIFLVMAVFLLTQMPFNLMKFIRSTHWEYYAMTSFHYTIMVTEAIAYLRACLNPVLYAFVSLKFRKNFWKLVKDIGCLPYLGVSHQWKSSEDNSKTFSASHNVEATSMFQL
tim10-1 inh – tim10-1 yeast growth inhibition | S. cerevisiae tim10-1 ts strain growth, BacTiter-Glo, 24 h | inhibition, % at 20 µM | hit rate 2.2% among 330,000 | AID 463190;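 active means inhibition of at least 40%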;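 further: mutant grown at 25 °C; 0% = DMSO wells with yeast and 100% = wells holding no yeast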
TIM10 inh – TIM10 yeast growth inhibition; S. cerevisiae TIM10 strain growth, BacTiter-Glo luminescence, 24 h; inhibition, % at 10 µM; AID 463195; hit rate 1.4% among 330,000;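 active means inhibition of 40% or more at the single tested concentration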;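 further: wild-type TIM10 isogenic control strain grown at permissive 25 °C; 0% = DMSO yeast wells and 100% = minimal medium wells without yeast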
tim23-1 inh – growth inhibitors of tim23-1 mutant yeast; S. cerevisiae tim23-1 growth, BacTiter-Glo luminescence, 24 h; inhibition, % at 20 µM; hit rate 1.3% among 330,000;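 active means growth inhibition of the mutant yeast at or above 50%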;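 further: temperature-sensitive mutant grown at 25 °C; plate controls were DMSO-treated mutant yeast for no effect and medium wells lacking yeast for full effect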
APJ antagonist – APJ receptor antagonism; inhibition, % at 20 µM; CHO-K1 APJ beta-arrestin complementation, luminescence; P35414; AID 2521; hit rate 0.32% among 330,000;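 active means inhibition above about 40% at 20 µM, limit read from the data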;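 further: cells challenged with 10 nM apelin-13 agonist together with compound; plate controls were apelin-13 plus DMSO wells for no effect and DMSO wells lacking apelin-13 for full effect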
Target sequence (P35414 whole entry, looked up): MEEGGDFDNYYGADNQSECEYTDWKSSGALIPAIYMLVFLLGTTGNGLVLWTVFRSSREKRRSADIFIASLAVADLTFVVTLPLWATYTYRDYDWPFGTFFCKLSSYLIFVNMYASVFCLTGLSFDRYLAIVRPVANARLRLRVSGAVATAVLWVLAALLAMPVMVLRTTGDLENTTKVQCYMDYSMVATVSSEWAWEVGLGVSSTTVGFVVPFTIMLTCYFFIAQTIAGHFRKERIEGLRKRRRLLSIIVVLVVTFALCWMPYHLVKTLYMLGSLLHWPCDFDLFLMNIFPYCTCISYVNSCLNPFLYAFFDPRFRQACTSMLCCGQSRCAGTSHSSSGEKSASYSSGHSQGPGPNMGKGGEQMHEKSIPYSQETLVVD
XBP1 UPR activ – adaptive UPR (XBP1) activation. hit rate 0.33% among 330,000. CHO-XBP1 luciferase reporter, IRE1-XBP1 UPR activation, luminescence; percent of tunicamycin response, DMSO as zero. AID 463104. activation, % at 20 µM;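 active means versus positive control, 20 µM dose yields 30% or more activation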;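 further: 100% = tunicamycin at 10 µg/mL and 0% = DMSO only wells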
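assay system = CHO-XBP1 luciferase reporter cells | amount = 1000 cells/well | buffer or medium = F12 plus 10% FBS | compound dosing = single point, 20 µM final compound, 1% DMSO | incubation = 16-18 h cell attachment at 37 °C, then 6 h compound exposure | detection = Steady-Glo luminescence read | controls = tunicamycin 10 µg/mL and vehicle-only wells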
APJ agonist – activates the human apelin receptor APJ. AID 2520. activation, % at 20 µM. hit rate 0.11% among 330,000. P35414. CHO-K1 APJ PathHunter beta-arrestin, luminescence; 0% DMSO wells, 100% apelin;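 active means activation more than six SD over the plate average, tested at 20 µM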;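 further: 0% = DMSO alone and 100% = apelin-13 at 10 nM; some results filed as inactive read as strong as hits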
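Assay system: CHO-K1 APJ beta-arrestin complementation cell line / Compound: single test compound dose, 20 µM final, 1% DMSO / Times: overnight seeding, 90 min compound at 25 °C, 1 h detection / Technique: beta-gal luminescence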
Mdm2-MdmX inh – disrupts the human Mdm2-MdmX interaction; O15151+Q00987; SaOS-2 split-luciferase Mdm2/MdmX complementation, luminescence; inhibition, % at 8 µM; hit rate 3% among 330,000; AID 485346;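 active means inhibition of at least 50% at 8 µM in the primary screen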
* = called active by the depositor; . = no result given; & = joins results of further samples.

smiles	CXCR6 block	CHOP UPR activ	tim10-1 inh	TIM10 inh	APJ agonist	XBP1 UPR activ	Mdm2-MdmX inh	tim23-1 inh	APJ antagonist
CON/C=C(\C=Nc1ccc(C(F)(F)F)cc1)c1ncc(C(F)(F)F)cc1Cl	1.2	-0.1	16.3	-0.7	-2.7	-0.5	-22.2	-7.1	5.5
O=C(c1ccccc1)N1CCN(c2ccc([N+](=O)[O-])c(NCC3CCCO3)c2)CC1 (stereo not given)	5.3	1.4	35.2	9.7	-0.8	-2.4	-5.6	25.8	16.5
COc1ccc(C(=O)[C@H]2[C@H]3C(=O)N(c4ccc(C)cc4)C(=O)[C@H]3C3C=CC=NN32)cc1 (stereo not given in full)	3.6	1.5	10.6	29.1	0.6	-1.5	1.5	9.4	17.6
CCCN(CC(=O)Nc1ccccc1OC)C(=O)CCC(=O)c1ccc(F)cc1	-5.7	1.3	8.8	9.1	3.3	0.4	23.6	17.0	19.7
CCCCn1c(N)c(N(CC(C)C)C(=O)c2cnccn2)c(=O)[nH]c1=O	-2.7	-0.2	-12.8	-7.7	-0.4	-2.9	12.1	-2.7	17.7
COc1ccc(CCNC(=O)c2oc3ccccc3c2C)cc1	8.3	0.5	17.7	10.2	-0.5	2.2	-9.6	34.1	7.6
CC(OC(=O)CN1C(=O)c2ccccc2C1=O)C(=O)NC1CCCCC1C (stereo not given)	1.3	1.7	19.1	8.9	-3.7	2.8	2.3	29.8	1.1
O=C(c1ccc2oc(CCCc3ccccc3)nc2c1)N1CCCC(CCCO)C1 (stereo not given)	3.9	4.9	26.2	27.2	10.0	-1.5	5.7	20.2	0.0
Cc1nc(-c2ccccc2)sc1-c1nc(-c2cccnc2)ncc1S(=O)(=O)c1ccccc1	13.2	-0.9	10.1	13.4	-1.1	-0.8	7.4	-31.6	6.0
Cc1ccc(CN(C)C(=O)CSc2nnc3n2CCCCC3)c(C)c1	-3.9	1.6	2.1	4.9	-4.0	-1.2	-11.2	15.5	-40.8
O=C1CC(c2ccccc2)C(=O)N1c1cccc(O)c1 (stereo not given)	6.7	0.9	11.6	5.4	-1.8	0.5	21.1	18.0	-12.3
O=C(NCC1CCCO1)C(=Cc1cccc([N+](=O)[O-])c1)C(=O)NCC1CCCO1 (stereo not given)	4.6	2.0	27.2	11.6	-3.3	-2.3	64.6*	11.6	-8.2
CC1CN(c2ccc([N+](=O)[O-])cc2C#N)CC(C)O1 (stereo not given)	-3.1	-0.3	8.5	10.2	-2.8	-0.9	-1.8	-3.0	8.6
S=c1[nH]nc(-c2ccncc2)n1/N=C/C(Cl)=C\c1ccccc1	7.2	2.4	55.7*	66.7*	-0.3	3.5	0.3	58.3*	18.9
Cc1ccc(CSCC(N)C(=O)O)cc1 (stereo not given)	.	-1.7	13.8	-5.4	-3.5	-0.7	19.7	11.2	0.3
COc1ccc(N2CCN(C(=O)c3oc4c(c3C)C(=O)CCC4)CC2)cc1	0.8	0.0	6.2	16.6	-2.5	-1.7	8.8	11.9	-5.5

A section from further up, for reference:
smiles	CXCR6 block	CHOP UPR activ	tim10-1 inh	TIM10 inh	APJ agonist	XBP1 UPR activ	Mdm2-MdmX inh	tim23-1 inh	APJ antagonist
Cc1ccc(CSCC(N)C(=O)O)cc1 (stereo not given)	.	-1.7	13.8	-5.4	-3.5	-0.7	19.7	11.2	0.3
COc1ccc(N2CCN(C(=O)c3oc4c(c3C)C(=O)CCC4)CC2)cc1	0.8	0.0	6.2	16.6	-2.5	-1.7	8.8	11.9	-5.5

Next entries follow.
smiles	CXCR6 block	CHOP UPR activ	tim10-1 inh	TIM10 inh	APJ agonist	XBP1 UPR activ	Mdm2-MdmX inh	tim23-1 inh	APJ antagonist
CCOc1ccc(C=O)cc1CN1CCCCC1	2.5	-2.4	15.0	10.1	-1.9	-1.5	-2.1	5.4	13.5
CCN(CCCNC(=O)COc1cc(=O)n(C)c2ccccc12)c1ccccc1	-1.9	0.7	19.5	15.9	-3.0	-2.1	20.5	-6.6	-0.4
CCOC(=O)NC1c2ccccc2Oc2ccccc21	-0.3	-2.1	-3.9	-13.4	-0.9	0.3	7.9	14.4	-8.6
O=C(NC1CCS(=O)(=O)C1)c1cccc(S(=O)(=O)N2CCCCC2)c1 (stereo not given)	-4.8	-0.8	7.1	-1.9	0.9	-0.6	13.4	4.1	-4.3
N#C/C(=C\C=C\c1ccccc1)c1nc(-c2ccc(Cl)cc2)cs1	-0.6	2.6	19.7	4.6	1.1	-7.5	31.2	2.9	11.6
COc1ccccc1Nc1nc(C)cs1	-27.3&-0.2	2.4&0.9	18.4&13.7	3.0&11.0	-4.0&-3.8	0.9&1.6	-3.3&-15.2	9.0&18.4	8.9&-5.6
Clc1cccc(Cl)c1NC1=NCCN1	.	0.1	-5.6	-6.8	0.7	-4.6	24.5	-10.0	11.2
COc1ccc(S(=O)(=O)N2CCN(c3ccccc3OC)CC2)cc1	-2.0	4.3	43.4*	9.1	-3.8	0.2	16.0	39.6	6.0
CCn1c(SCC(=O)Nc2nc(C)cs2)nnc1-c1ccncc1	-7.5	-0.6	-10.6	9.4	-2.2	-2.7	-5.4	4.3	11.4
CCN(CC(=O)Nc1c(F)cccc1F)C(=O)CCNS(=O)(=O)c1ccc(C)c(C)c1	-3.0	0.4	-1.7	-3.3	-5.4	-1.8	-1.2	-19.4	15.1
CC(NC(=O)C1CCN(c2nnc(N3CCCC3=O)s2)CC1)c1ccccc1 (stereo not given)	-6.6	0.3	-3.4	5.5	-0.2	-0.7	13.9	-1.2	-9.4
CC(=O)c1nn(-c2cccc(Br)c2)cc1C(=O)c1ccccc1	-0.2	-0.4	21.3	-33.0	0.8	2.1	16.1	6.7	10.4
Cc1cc(OC(=O)N2CCCCC2)cc(C)c1Cl	-1.7	-0.4	25.5	-12.0	-0.4	-0.4	9.9	7.8	3.9
COc1ccc(-c2nc(-c3ccccn3)no2)cc1	-0.7	-10.1	48.9*	35.7	-3.2	-5.3	88.7*	46.1	10.5
COC(=O)c1c(-c2c(Cl)cccc2Cl)noc1NC(=O)N(C)C	3.4	0.2	17.2	-3.2	2.4	-1.0	-5.6	13.2	2.0
CCCc1cc(C(=O)NNC(=S)NCC2CCCO2)cs1 (stereo not given)	-4.3	0.7	5.2	13.9	-2.5	-1.9	25.8	12.6	9.2
Nc1ccc(S(=O)(=O)N2CCCC2)cc1	-1.3	-0.3	-21.6	8.0	-4.6	-3.1	20.3	-0.9	-5.5
N#Cc1ccccc1NC(=O)CNc1cc(S(=O)(=O)N2CCOCC2)ccc1NCC1CCCO1 (stereo not given)	-9.7	-0.8	-16.6	-5.3	4.6	-1.8	16.3	0.7	-24.9
CCC(=O)NC(=S)Nc1ccc(NC(=O)c2ccco2)c(OC)c1	-4.7	-0.3	24.0	13.6	-2.8	-1.1	21.5	25.7	2.0
CC(C)(C)NC(=O)N1CCN(c2nc(-c3ccccc3)ns2)CC1	-6.9	2.2	9.7	4.9	-2.7	-1.5	-73.7	3.5	7.4
Cc1nn(Cc2ccc(F)cc2)c2sc(C(=O)Nc3ccccc3N3CCOCC3)cc12	5.0	-1.6	17.7	14.4	-3.8	0.0	10.8	5.6	-3.9
O=C(CCCOc1ccc(Cl)cc1)Nc1ccc(N2CCOCC2)cc1	3.4	-2.2	5.6	2.5	-2.3	-1.7	13.7	-2.4	6.2
COc1cc(Br)c(C(C)NC(=O)c2ccccc2)cc1OC (stereo not given)	0.2	-0.6	22.5	-10.6	-0.9	-1.8	-5.0	11.0	19.1
O=C(CCNC(=O)c1ccc(Br)cc1)NCC1COc2ccccc2O1 (stereo not given)	-3.5	3.0	-0.8	-36.7	5.6	-5.6	-21.6	3.4	-0.6

Another view of some results above.
Values run as follows: CXCR6 block, CHOP UPR activ, tim10-1 inh, TIM10 inh, APJ agonist, XBP1 UPR activ, Mdm2-MdmX inh, tim23-1 inh, APJ antagonist
> Cc1nn(Cc2ccc(F)cc2)c2sc(C(=O)Nc3ccccc3N3CCOCC3)cc12
  5.0, -1.6, 17.7, 14.4, -3.8, 0.0, 10.8, 5.6, -3.9
> O=C(CCCOc1ccc(Cl)cc1)Nc1ccc(N2CCOCC2)cc1
  3.4, -2.2, 5.6, 2.5, -2.3, -1.7, 13.7, -2.4, 6.2

(next part)
smiles	CXCR6 block	CHOP UPR activ	tim10-1 inh	TIM10 inh	APJ agonist	XBP1 UPR activ	Mdm2-MdmX inh	tim23-1 inh	APJ antagonist
COc1ccc(C(=O)Nc2ccc3c(c2)C(=O)c2ccccc2C3=O)cc1OC	-11.2	3.2	-6.8	5.4	5.9	1.8	-10.8	-1.7	-6.2
COc1ccccc1Oc1ccc(N2CC(C(=O)OCC(=O)c3ccccc3)CC2=O)cc1 (stereo not given)	5.2	-1.4	10.0	13.7	-5.5	1.5	19.2	21.7	7.4
CCCOC(=O)Cc1n[nH]c(=O)[nH]c1=O	-4.8	-0.6	0.9	3.3	0.8	-3.4	7.8	9.5	4.6
O=C(C1=NN[C@@H]2C(=O)N(c3cccc(C(F)(F)F)c3)C(=O)[C@H]12)C(c1ccccc1)c1ccccc1	-0.5	-2.3	31.9	25.9	-3.1	-3.8	-5.7	27.3	-16.3
CCCCS(=O)(=O)N1CCCC(C(=O)NCCc2ccccc2)C1 (stereo not given)	0.1	-0.1	-8.4	-0.9	-0.6	-1.7	10.0	-10.2	3.4
CC(=O)NC12CC3CC(C1)CC(C(=O)N(C)Cc1cccc(Cl)c1Cl)(C3)C2	-0.3	1.3	10.4	12.9	1.9	-2.7	-5.8	15.6	10.4
CN(C)Cc1nc2ccccc2c(=O)n1CC#N	8.4	0.7	15.9	11.6	-1.0	4.7	15.4	5.0	9.1
CC(C)C(C(=O)NCC1CCCO1)N(Cc1ccccc1)C(=O)CNS(=O)(=O)c1ccccc1 (stereo not given)	2.0	-0.7	-3.5	-6.0	-3.4	3.0	-2.7	11.4	2.8
O=C(Nc1ccccc1C(=O)Nc1ccc(Br)cn1)c1ccccc1Cl	-0.5	-0.4	37.3	18.1	-2.7	2.9	17.9	51.7*	4.5
CCOc1ccc(OCCC(=O)N(CC)CC(=O)Nc2c(F)cccc2F)cc1	-0.3	0.9	6.7	-6.9	-0.5	-3.5	-28.9	6.0	1.7
CC(C)CCNCC(O)CON=C1c2ccccc2-c2ccccc21 (stereo not given)	-0.1	12.1	13.0	29.0	2.3	-3.0	94.7*	10.1	-24.1
COc1ccc(-n2c(Cc3cc(=O)[nH]c(=O)[nH]3)nnc2SCC(=O)N2CCC(C)CC2)cc1	2.7	-0.1	10.2	13.7	-1.1	-0.1	16.6	13.3	7.9
NC(=O)c1cccn1-c1ncc(C(F)(F)F)cc1Cl	0.0	-1.4	-4.4	4.2	-0.4	-3.2	4.4	7.2	-10.3
CC(C)(C)C(=O)O/N=C(\N)c1ccc(Oc2cc(Cl)cc(Cl)c2)c([N+](=O)[O-])c1	9.8	1.2	18.7	19.3	3.8	-6.0	60.3*	4.6	-1.7
C=CCSc1ccccc1C(=O)Nc1ncn[nH]1	-1.8	2.4	-12.1	-12.8	1.9	-5.7	28.9	9.2	-0.5

An excerpt; the hit share may differ from the screen's.
